Screening results deposited in PubChem by National Center for Advancing Translational Sciences (NCATS).
Pol beta inh – DNA polymerase beta (human) inhibition; P06746; Pol beta primer extension/strand displacement, fluorescence kinetic; Potency, µM (highest dose often 114 µM), without a hit: at the highest dose activity change, negative = inhibition, most hits filed as inhibitors; 340,000 tested, 1.3% active; AID 485314; note: potency is the fitted concentration of half-maximal effect; % is set by controls: 0 for no effect and ±100 for the full control effect
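Preincubation: enzyme (10 nM) with compound, 15 min, RT. Reaction: substrate added to 50 nM final. Reads: 0 and 10 min. Analysis: normalized, Hill fit.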
APEX1 inh – blocks human APE1 abasic DNA cleavage; 350,000 tested, 0.35% active; Potency, µM (highest dose often 65.8 µM), for inactives: at the top dose activity change, negative = inhibition, usual class: inhibitors; recombinant APE1, TAMRA/BHQ-2 abasic DNA cleavage fluorescence; AID 2517;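 note: potency is the fitted concentration of half-maximal effect; plate controls were vehicle for no effect and reference inhibitor for full effect; nearly all actives have a fitted effect of over 55% in size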
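APE1 at 0.75 nM final was preincubated with compound 15 min at room temperature, then 50 nM double-stranded THF abasic-site substrate (5'-TAMRA/3'-BHQ-2) was added. Fluorescence (ex 525/em 598 nm) was read kinetically; third-minus-first read gave activity.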
RXFP1 antagonist – RXFP1 (human) relaxin receptor antagonism; activity change, negative = inhibition, % at 57.5 µM; AID 1259400; HEK293-RXFP1, relaxin-stimulated cAMP HTRF, 30 min; hits give low values; Q9HBX9; 350,000 tested, 0.59% active;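 active = activity change of -60% or lower, but not beyond a set lower limit; inconclusive = change between -60% and -40%, or beyond the set limit; inactive = change above -40%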; note: % is set by controls: 0 for no effect and ±100 for the full control effect
BLM inh – blocks DNA unwinding by human BLM helicase; P54132; recombinant BLM DNA unwinding, fluorescence dequenching; Potency, µM (top dose mostly 56.1 µM), inactives show at the highest dose activity change, negative = inhibition, usual class: inhibitors; 350,000 tested, 0.2% active; AID 2528;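 note: potency is the fitted concentration of half-maximal effect; plate controls were vehicle for no effect and no enzyme for full effect; nearly all actives have a fitted effect of over 35% in size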
POLI inh – blocks human DNA polymerase iota activity; Pol iota fluorescent replication assay, 10 min; 390,000 tested, 1% active; AID 588590; Q9UNA4; Potency, µM (highest dose often 115 µM), for the others: top-dose activity, negative = inhibition, usual class: inhibitors; note: potency is the fitted concentration of half-maximal effect
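Pol iota at 10 nM preincubated 15 min with compounds at room temperature; reaction started with fluorescent substrate, 50 nM final. Fluorescence read kinetically at 0 and 10 min; buffer-only wells as negative control.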
POLH inh – DNA polymerase eta (human) inhibition; recombinant Pol eta, fluorescent DNA replication assay; Potency, µM (top dose mostly 114 µM), without a hit: at the top dose activity change, negative = inhibition, usual class: inhibitors; 390,000 tested, 1.2% active; AID 588591; note: potency is the fitted concentration of half-maximal effect; % is set by controls: 0 for no effect and ±100 for the full control effect
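Pol eta at 10 nM preincubated with compounds 15 min at room temperature; reaction started with fluorescent substrate (50 nM final) and read kinetically at 0 and 10 min.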
POLK inh – inhibitors of human DNA polymerase kappa; Potency, µM (highest dose often 107 µM), without a hit: top-dose activity, negative = inhibition, hits mostly inhibitors; AID 588579; purified Pol kappa, fluorescent DNA synthesis assay, 10 min; Q9UBT6; 400,000 tested, 0.53% active; note: potency is the fitted concentration of half-maximal effect; % is set by controls: 0 for no effect and ±100 for the full control effect
Target sequence (Q9UBT6 whole entry, looked up): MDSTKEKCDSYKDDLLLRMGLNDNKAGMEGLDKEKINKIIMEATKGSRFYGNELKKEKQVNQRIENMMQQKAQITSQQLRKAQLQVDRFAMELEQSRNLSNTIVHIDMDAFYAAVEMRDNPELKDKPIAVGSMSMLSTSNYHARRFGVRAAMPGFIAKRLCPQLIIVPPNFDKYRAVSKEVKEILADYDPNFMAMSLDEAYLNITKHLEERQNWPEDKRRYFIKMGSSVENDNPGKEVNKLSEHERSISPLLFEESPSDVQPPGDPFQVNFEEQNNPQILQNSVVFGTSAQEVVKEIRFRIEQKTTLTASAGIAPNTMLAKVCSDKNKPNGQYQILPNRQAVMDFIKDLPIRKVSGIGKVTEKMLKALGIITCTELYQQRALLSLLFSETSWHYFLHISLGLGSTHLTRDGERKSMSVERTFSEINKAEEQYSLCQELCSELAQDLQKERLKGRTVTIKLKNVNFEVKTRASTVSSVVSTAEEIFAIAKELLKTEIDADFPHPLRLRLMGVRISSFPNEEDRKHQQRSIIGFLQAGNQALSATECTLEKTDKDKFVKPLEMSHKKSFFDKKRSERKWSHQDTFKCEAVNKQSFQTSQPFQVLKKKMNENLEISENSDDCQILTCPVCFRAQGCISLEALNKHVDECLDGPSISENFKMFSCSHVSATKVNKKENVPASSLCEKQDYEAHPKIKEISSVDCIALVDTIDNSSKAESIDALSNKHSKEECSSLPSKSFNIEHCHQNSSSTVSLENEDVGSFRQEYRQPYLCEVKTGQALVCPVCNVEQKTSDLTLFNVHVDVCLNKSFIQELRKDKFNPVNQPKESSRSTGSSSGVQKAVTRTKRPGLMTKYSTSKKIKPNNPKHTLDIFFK
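Kinetic fluorescence readout at 0 and 10 min followed reaction start with substrate at 50 nM final. Beforehand, enzyme (10 nM Pol kappa) stood 15 min with compound at room temperature; buffer-only wells were negative controls.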
Anesthetic bind – candidate novel general anesthetic via apoferritin binding; apoferritin/1-aminoanthracene competitive binding, fluorescence; Potency, µM (doses to about 77.5 µM), inactives show top-dose activity change, negative = displacement, most hits filed as inhibitors; 350,000 tested, 0.074% active; AID 485281; note: potency is the fitted concentration of half-maximal effect; % is set by controls: 0 for no effect and ±100 for the full control effect; nearly all actives have a fitted effect of over 20% in size
Target sequence (P02791 2-175 limits assumed): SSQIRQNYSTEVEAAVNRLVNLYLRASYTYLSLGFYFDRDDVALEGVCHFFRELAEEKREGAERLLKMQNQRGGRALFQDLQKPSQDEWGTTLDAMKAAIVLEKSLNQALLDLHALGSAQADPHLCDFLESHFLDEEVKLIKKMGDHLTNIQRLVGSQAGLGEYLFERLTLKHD
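Apoferritin-based anesthetic binding model; compound displacement of fluorescent 1-AMA measured as endpoint fluorescence after 10 minutes at room temperature, scaled to free-ligand and complex controls.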
Tb PGK inh – T. brucei PGK inhibition; PGK/GAPDH coupled, Kinase-Glo luminescence, 60 min; Potency, µM (doses to about 57.5 µM), inactives show at the top dose activity change, negative = inhibition, usual class: inhibitors; 380,000 tested, 0.043% active; AID 602233; note: potency is the fitted concentration of half-maximal effect; % is set by controls: 0 for no effect and ±100 for the full control effect; nearly all actives have a fitted effect of over 60% in size
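Recombinant glycosomal PGK reaction used 1,3-bisphosphoglycerate generated in-well by GAPDH (100nM final) in 100mM TEA pH 7.6, 5mM MgCl2, 0.01% Tween-20. After 60 minutes at room temperature, ATP was read by Kinase-Glo Plus luminescence end-point.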
Numbers without * were called inactive; i = inactive; ? = inconclusive; . = not tested or not shown; & = joins results of further samples; [ ] = remark or other dose. Unless noted, calls come from the whole dose curve; as a rule, active = well fitted curve in the direction sought with a large enough effect; inconclusive = small, poorly fitted or top-dose-only effect, or another doubt; inactive = no such curve, though single readings can be large; an effect the other way counts as inactive or inconclusive. Only part of the results is shown. The share of hits here may be higher or lower than overall.

mol,Pol beta inh,APEX1 inh,RXFP1 antagonist,BLM inh,POLI inh,POLH inh,POLK inh,Anesthetic bind,Tb PGK inh
O=C(c1ccco1)N1CCN(Cc2nnnn2CC2CCCO2)CC1 (stereo not given),0%,0%,-7,1%,-23%,-11%,-11%,-2%,.
O=C(CCc1ccccc1)N1CCN(C(=O)CCc2ccccc2)CC1,.,.,-11,.,-7%,-4%,-10%,.,10%
CC1CC(C)CN(CC(O)COC2CC(C)CC(C)(C)C2)C1 (stereo not given),.,.,0,.,4%,-13%,3%,.,-3%
CCCNc1[nH]c(=O)n(C)c(=O)c1N=O,25%,-2%,-3,-3%,-14%,3%,-23%,-7%,-3%
COc1cccc(CNC(=O)C2CCN(S(=O)(=O)c3cccc4nonc34)CC2)c1,47%,-13%,8,0%,59%[activator],1%,-8%,-11%,-10%
Cc1ccc(Nc2cc(C)nc(N3CCOCC3)n2)c(C)c1,19%,14%,-9,2%,4%,-13%,-15%,-11%,4%
CCC1(C)Cc2ccccc2-c2nc(NCCO)[nH]c(=O)c21 (stereo not given),-24%,0%,-1,-12%,4%,-7%,-14%,-4%,4%
Cn1c(=O)n(CC(=O)N2CCOCC2)c2ccccc21,7%,-5%,-1,-7%,-4%,-6%,0%,-10%,i
O=C(Nc1ccc(Br)cc1F)c1cc(S(=O)(=O)NC2CCCCC2)ccc1F,-19%,.,?,1%,14%,-19%,-4%[60.1 µM],?,-6%
CC(=O)NC(c1ccc(C(C)C)cc1)c1ccc2cccnc2c1O (stereo not given),11%,-15%,-25,-5%,-11%,-14%,-20%,-22%,i
CC(OC(=O)c1ccc2ccccc2n1)C(=O)c1ccccc1 (stereo not given),2%,0%,-10,-2%,5%,-19%,-3%,?,-11%
CCc1c(C)sc(NC(=O)c2cc(-c3ccco3)on2)c1C#N,6%,3%,-1,-9%,?,-14%,-24%,0%,-2%
CCOC(=O)c1ccc(N2C(=O)c3n[nH]c(-c4ccco4)c3C2c2ccc(F)cc2)cc1 (stereo not given),1%,.,.,-14%,-24%,-9%,-7%,-12%,0%
Cc1cc(N2CCN(c3ccccc3Cl)CC2)n2cc(-c3ccccc3)nc2n1,-26%,-7%,-11,-12%,6%,-14%,-11%,-5%,-3%
CCCCN(C(=O)NC(=O)C1=C(N2CCOCC2)/C(=C/c2ccccc2)CC1)S(C)(=O)=O,2%,3%,-33,0%,?,-5%,-3%,348%[activator],6%
CC1(C(=O)NCCc2c[nH]c3ccccc23)C=CCN1C(=O)c1ccccc1 (stereo not given),-18%,4%&0%,.,-1%&2%,1%,-15%,-12%,3%&-11%,1%
Cc1c(C(=O)OCC(=O)c2ccc3c(c2)OCCO3)oc2ccccc12,0%,-2%,-3,-7%,?,-6%,-1%,?,-4%
CCNc1nc(NC(C)C)nc(ON=C(C)C)n1,30%,0%,.,2%,.,.,.,-8%,.
CCOC(=O)N1CCC(NC(=O)Cn2c3c(c(-c4ccccc4Cl)cc2=O)CCC3)CC1,7%,-9%,6,1%,26%,-16%,-7%,-6%,-5%
O=C(Nc1ccc(F)cc1)C1CCC(CNc2c(N3CCCCC3)c(=O)c2=O)CC1 (stereo not given),4%,1%,-2,1%,12%,-6%,4%,-13%,i
O=C(CN1C(=O)c2cccnc2Oc2ccc(Cl)cc21)NCCC1=CCCCC1,1%,19%,-1,-8%,17%,-13%,-2%,-7%,8%
CCOC(=O)c1c(C)[nH]c(C(=O)COC(=O)c2cnc(C)cn2)c1C,11%,-3%,9,-1%,4%,-4%,-2%,-9%,9%
O=C1CCC(=O)N1CC(=O)N(c1ccccc1)c1ccccc1,-6%,0%,-7,-4%,94%[activator],-9%,0%,?,6%
Cc1csc(NC(=O)CSc2nnnn2C)n1,-26%,6%,1,3%,?,6%,-4%,10%,-3%
CCOC(=O)c1[nH]c(=O)[nH]c1COC(=O)c1cc2ccccc2o1,-1%,-3%,.,1%,13%,-11%,-20%,-6%,-4%
CCOC(=O)c1c(C)[nH]c(C(=O)COC(=O)/C=C/c2cccc(OC)c2OC)c1C,3%[57.1 µM],8%,.,-2%,-9%,-14%,5%,15%,-2%
O=C(CSc1ccnc(=O)[nH]1)NCc1ccc(F)cc1,-2%,.,.,0%,1%,1%,-12%[60.1 µM],-7%,1%
CCN(CC)C(NC(=O)Cc1ccccc1)C(Cl)(Cl)Cl (stereo not given),2%,-4%,-1,-4%,-2%,-6%,-5%,-7%,5%
CCn1c(O)c(/C=C/C=C/C=Nc2ccccc2)sc1=S,1%,-7%,4,-11%,?,-12%,-26%,-19%,-7%
O=C(CS)Nc1ccc2ccccc2c1,?,0%,-102*,-9%,?,-12%,3%&1%,1%,-10%

Reformatted with two lines to a compound: 4 of the compounds above.
Order of results – Pol beta inh | APEX1 inh | RXFP1 antagonist | BLM inh | POLI inh | POLH inh | POLK inh | Anesthetic bind | Tb PGK inh
O=C(Nc1ccc(F)cc1)C1CCC(CNc2c(N3CCCCC3)c(=O)c2=O)CC1 (stereo not given)
 : 4% | 1% | -2 | 1% | 12% | -6% | 4% | -13% | i
O=C(CN1C(=O)c2cccnc2Oc2ccc(Cl)cc21)NCCC1=CCCCC1
 : 1% | 19% | -1 | -8% | 17% | -13% | -2% | -7% | 8%
CCOC(=O)c1c(C)[nH]c(C(=O)COC(=O)c2cnc(C)cn2)c1C
 : 11% | -3% | 9 | -1% | 4% | -4% | -2% | -9% | 9%
O=C1CCC(=O)N1CC(=O)N(c1ccccc1)c1ccccc1
 : -6% | 0% | -7 | -4% | 94%[activator] | -9% | 0% | ? | 6%

More results.
mol,Pol beta inh,APEX1 inh,RXFP1 antagonist,BLM inh,POLI inh,POLH inh,POLK inh,Anesthetic bind,Tb PGK inh
COc1ccc(OCc2nc(N)nc(Nc3ccc(C)cc3)n2)cc1,25%,-3%,5,-1%,7%,-8%,-11%,?,-3%
O=C(COC(=O)CNC(=O)c1ccccc1)Nc1ccc(F)c([N+](=O)[O-])c1,8%,3%,-18,-6%,4%,-14%,4%,?,-6%
COC(=O)c1ccccc1NC(=O)c1cnn2c(C(F)F)cc(C3CC3)nc12,-5%,-11%,14,-5%,5%,-20%,-15%,-5%,0%
CCOC(=O)c1nnn(-c2nonc2-n2cccc2)c1CN1CCC(C)CC1,-2%,3%,-25,-10%,12%,-7%,-15%,?,-4%
Cc1cccc(CN2CCN(C(C)C(=O)NC(C)c3ccccc3)CC2)c1 (stereo not given),2%,-2%,-1,-3%,?,-5%,-4%,0%,5%
COC(=O)Cc1ccc(NC(=S)NCCSc2ccc(C)cc2)cc1,-12%,7%,4,-14%,-3%,-12%,-14%,-5%,0%
Cc1cc(N/N=C2\CC(C)CC(C)(C)C2)nc2ccccc12 (stereo not given),1%,-4%,-1,-1%,10%,-1%,-12%,-23%,-1%
COc1cccc(NC(=S)N2CCc3cc(OC)c(OC)cc3C2)c1,1%,-1%,-13,-4%,19%,-23%,-19%,-14%,?
CCOc1cc(C(=O)OCC(=O)Nc2cc(C)on2)cc(OCC)c1OCC,2%,-2%,5,0%,12%,-17%,?,-7%,2%
S=C(NCCSCc1ccccc1Cl)Nc1ccccc1,1%,2%,-10,-12%,1%,-3%,-4%,-5%,5%
O=C(NCCc1ccccc1)C(c1ccccc1)N(C(=O)c1csnn1)C1CC1 (stereo not given),6%,-3%,-14,-4%,45%[activator],5%,-7%,-8%,-2%
CCCNC(=O)c1cccc(Cn2cc(Br)c([N+](=O)[O-])n2)c1,-22%,-3%,2,3%,-11%,-18%,-11%,-4%,-7%
CC1CCCCC1NC(=O)Cn1c(=O)oc2cc(S(=O)(=O)N3CCCC3)ccc21 (stereo not given),?,-12%,.,-7%,?,-12%,-32%,-5%,-2%
O=C(NN=CC=Cc1ccccc1)C(O)C(O)C(=O)NN=CC=Cc1ccccc1 (stereo not given),.,.,-4,.,-14%,-10%,-20%,.,0%
C=CCn1c(SCC(=O)Nc2c(C)n(C)n(-c3ccccc3)c2=O)nc2ccccc2c1=O,.,-2%,-5,.,45%[activator],-10%,6%,.,0%
Cc1ccccc1NC(=S)Nc1cccc([N+](=O)[O-])c1,4%,1%,5,1%,5%,-11%,-7%,-15%,4%
COc1ccc(C(=O)NC2CC(=O)N(c3ccc4c(c3)OCCO4)C2)cc1 (stereo not given),-15%,.,.,0%,-8%,-6%,2%[60.1 µM],-5%,6%
CCN(CC(=O)NCc1cccs1)S(=O)(=O)c1ccc(F)cc1,.,8%,7,.,89%[activator],-24%,-14%,.,-1%
O=C(CN1CCN(S(=O)(=O)N2CCOCC2)CC1)Nc1cc(Cl)cc(Cl)c1,20%,5%[12.4 µM],2,-2%,68%[activator],-9%,0%,-7%,3%
C=C1CSc2nc3ccccc3c(=O)n21,24%,3%,-5,4%,-16%,-15%,-5%,-7%,-8%
CC(C)c1cc(C(C)C)c(S(=O)(=O)N2CCNCC2)c(C(C)C)c1,.,.,-19,.,27%,-9%,-5%,.,-2%
CCCOc1ccc(N2C(=O)CC(N(Cc3ccccc3)N=O)C2=O)cc1 (stereo not given),-1%,1%,16,-5%,86%[activator],-1%,-8%,-10%,-2%
Cc1c(Br)c([N+](=O)[O-])nn1CC(=O)Nc1sc2c(c1C(=O)OC(C)C)CCC(C)C2 (stereo not given),-1%,6%,.,0%,5%,-19%,-5%,-5%,-8%
